Screening data (PubChem BioAssay)
SR-BI DiI inh = mouse SR-BI HDL lipid transfer inhibition; Q61009; ldlA[mSR-BI] CHO cells, DiI-HDL uptake fluorescence, 3 h; inhibition, % at 12.5 µM; 320,000 compounds, 0.96% hits; AID 488896;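 active means mean replicate inhibition of at least 70% and a set share of replicates each scoring 70 or more; inconclusive means meets just one of the two criteria; inactive means fails both criteria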;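 further: 0% = median of neutral control wells and 100% = median of positive control wells; values of inactives mirror those of a sister screen read the other way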
Target sequence (Q61009 whole entry, looked up): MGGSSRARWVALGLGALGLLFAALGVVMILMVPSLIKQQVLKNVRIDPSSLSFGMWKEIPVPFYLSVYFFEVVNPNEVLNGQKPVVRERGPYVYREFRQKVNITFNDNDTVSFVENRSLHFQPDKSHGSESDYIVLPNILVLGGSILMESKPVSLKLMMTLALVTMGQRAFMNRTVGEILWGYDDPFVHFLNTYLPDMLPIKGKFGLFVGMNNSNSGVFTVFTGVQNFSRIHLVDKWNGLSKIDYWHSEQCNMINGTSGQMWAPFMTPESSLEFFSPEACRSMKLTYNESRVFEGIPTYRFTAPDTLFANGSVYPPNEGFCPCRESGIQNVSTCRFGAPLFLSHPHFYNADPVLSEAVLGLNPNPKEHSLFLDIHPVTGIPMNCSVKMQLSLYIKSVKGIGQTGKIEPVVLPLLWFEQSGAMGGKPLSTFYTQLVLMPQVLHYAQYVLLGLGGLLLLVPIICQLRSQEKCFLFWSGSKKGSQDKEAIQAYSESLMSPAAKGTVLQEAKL
dFosB activator = enhances mouse delta FosB homodimer DNA binding. purified delta FosB, TAMRA-CDK5 oligo fluorescence polarization; percent of positive-control signal above neutral wells. 340,000 compounds, 0.99% hits. AID 493131. activation, % at 25 µM;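 active means mean activation above about 17%, with every replicate also reaching it, limit read from the data, passing the limit was not always enough; inconclusive means only one of the two conditions met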;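 further: fluorescence polarization rise as delta FosB binds a TAMRA Cdk5 AP-1 oligo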
Target sequence (P13346 whole entry, looked up): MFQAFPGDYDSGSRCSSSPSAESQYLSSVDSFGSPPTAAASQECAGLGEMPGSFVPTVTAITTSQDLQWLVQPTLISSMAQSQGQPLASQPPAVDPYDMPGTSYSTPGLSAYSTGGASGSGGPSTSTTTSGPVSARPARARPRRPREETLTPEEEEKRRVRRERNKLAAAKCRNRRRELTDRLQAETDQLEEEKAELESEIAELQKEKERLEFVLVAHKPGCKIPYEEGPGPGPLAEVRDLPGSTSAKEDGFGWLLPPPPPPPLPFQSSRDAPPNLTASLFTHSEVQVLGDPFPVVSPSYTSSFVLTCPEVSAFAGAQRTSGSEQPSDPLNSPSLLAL
Wnt bcat act = Wnt/beta-catenin pathway activation; Wnt/beta-catenin reporter cell assay, activator, plate reader; activation, % at 9.35 µM; 300,000 compounds, 1.2% hits; AID 743398; in the data active means activation above about 30%, passing the limit was not always enough; inconclusive means no clear call, values can overlap the other calls;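 further: 0% = neutral control wells and 100% = positive control wells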
MITF act = MITF TRPM1 promoter activation in melanoma cells; SK-MEL-5 TRPM1-promoter luciferase, 24 h; % of positive control, neutral wells = 0; activation, % at 12.5 µM; 300,000 compounds, 0.75% hits;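 active means mean activation of at least 80% with every replicate also reaching 80%; inconclusive means mean reaches 80% but some replicate falls short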;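 further: 0% = neutral control wells and 100% = parthenolide positive control wells; values of inactives mirror those of a sister screen read the other way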
CDK5 inh = blocks human CDK5/p35 kinase activity; inhibition, % at 10 µM; AID 488839; 330,000 compounds, 0.01% hits; Recombinant CDK5/p35, ADP-Glo luminescence, 60 min;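 active means highest replicate inhibition of at least 50% and at least 75% of replicates reaching 50%; inconclusive means only one of the two criteria met; inactive means both criteria failed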;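 further: plate controls were DMSO neutral control for no effect and GW8510 at 10 µM for full effect; many of its hits are not listed in these tables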
PvdQ acylase = blocks Pseudomonas aeruginosa PvdQ acylase activity; purified PvdQ acylase, fluorescence plate reader; inhibition, % at 10 µM; 340,000 compounds, 0.063% hits; in the data active means inhibition above about 30%, passing the limit was not always enough; inconclusive means no clear call, values can overlap the other calls;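 further: 0% = vehicle neutral wells and 100% = reference inhibitor wells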
HTR5A inv ag = HTR5A inverse agonism, opioid heterodimer counter-screen | P47898 | inhibition, % at 9.3 µM | HTR5A cell line, luminescence | 340,000 compounds, 0.083% hits; in the data active means inhibition mostly above about 23%, no sharp cut-off; inactive means mostly below about 18%;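 further: 0% = cells with DMSO and 100% = no-cell wells with DMSO; some compounds called inactive have numbers as strong as hits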
HTR5A ag ctr = counter-screen for OPRM1-OPRD1 agonists: human HTR5A agonism; activation, % at 9.3 µM; P47898; 340,000 compounds, 0.61% hits; HTR5A agonist assay, luminescence, cell-based; in the data active means activation mostly above about 9.5%, no sharp cut-off; inactive means mostly below about 7.6%;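 further: 0% = cells with vehicle only and 100% = reference agonist; strong numbers were not always called active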
NSD2 inh = NSD2 (human) methyltransferase inhibition | O96028 | AID 743445 | inhibition, % at 12.5 µM | 310,000 compounds, 0.54% hits | NSD2 peptide methylation, AlphaScreen, 120 min; in the data active means inhibition above about 50%
V-ATPase pHluor = yeast V-ATPase proton transport regulation by pHLuorin; 350,000 compounds, 0.37% hits; S. cerevisiae, pHLuorin cytosolic pH fluorescence; AID 504577; response, % at 10 µM; in the data active means response mostly above about 7.3%, no sharp cut-off; inactive means mostly below about 5.4%; further: actives read high; inactives centre near 0; some compounds called inactive have numbers as strong as hits; reference of the scale not given here
Starred values were filed as active, the others as inactive; ? = inconclusive; nt = no result given; & = joins results of further samples. Compounds as they come. About 5% of those tested had a hit in this group.

Below each compound – Wnt bcat act	HTR5A ag ctr	CDK5 inh	HTR5A inv ag	dFosB activator	MITF act	NSD2 inh	SR-BI DiI inh	PvdQ acylase	V-ATPase pHluor
COc1ccc(-c2nnc3n(CCc4ccccc4)c(=O)c4ccccc4n23)c(OC)c1
→ nt	-1	-1.4	2	-4	-3	-2	30	-12	0
CCOc1ccc(S(=O)(=O)N2CCN(c3ccc(OC)cc3)CC2)c2cccnc12
→ -4	-3	2.3	-31	-1	0	-38	27	-12	7
O=C(CCn1c(=O)oc2ccccc21)Nc1ccc(N2CCOCC2)cc1
→ 0	2	-1.6	-28	-1	-15	-2	35	0	-2
CCS(=O)(=O)N1CCN(C(=O)c2ccccc2)CC1
→ nt	-2	4.6	-8	4	-6	1	-8	5	-4
COc1ccc(C(=O)CCN2CCN(c3ccc(OC)cc3)CC2)cc1
→ -2	1	-4.8	-3	0	13	7	-12	-28	1
O=c1c2ccccc2oc2cc(OCc3cccc(F)c3)cc(O)c12
→ 2	-2	1.5	6	-4	nt	2	0	6	-7
CCOC(=O)C1=C(c2ccccc2)NC(SCC(N)=O)=C(C#N)C1c1cccnc1 (centres undefined)
→ nt	6	-0.6	19	-2	-11	-1	-8	-13	1
CN1CCCN(C(=O)CSc2ccccc2)CC1
→ 3	6	2.0	-22	-5	3	-1	3	1	-1
CN1CCN(NC(=O)c2cccc(C(F)(F)F)c2)CC1
→ 0	0	-1.0	-2	-3	11	-5	nt	-1	0
CN1Cc2c(N3CCOCC3)nc3sc(C#N)c(N)c3c2CC1(C)C
→ -2	0	1.0	-35	2	5	5	-4	-13	3
O=C(c1ccc(-c2ccccc2Cl)o1)N1CCCC(C(F)(F)F)C1 (centres undefined)
→ -3	-3	0.7	6	-3	?	-3	7	4	-1
CC(C)=CCCC(C)NC(=O)NC1CCCCC1 (centres undefined)
→ nt	1	-3.5	-6	1	10	1	-9	10	-2
O=C(Cc1ccccc1)N1CCCC1c1ccccc1 (centres undefined)
→ -3	3	-1.8	2	-1	0	-3	-12	-9	2
CCOC(=O)/C(C#N)=C/c1c(N2CCN(c3ccccc3)CC2)nc2c(C)cccn2c1=O
→ 0	0	-1.0	0	-2	-18	1	22	-3	4
COCCCNC(=S)N1CCCC(c2nc3cc(C)c(C)cc3[nH]2)C1 (centres undefined)
→ -2	1	1.7	-2	-7	1	0	8	-13	5
Cc1ccc(N2CCC(N3CCN(C)C(CCO)C3)CC2)cc1 (centres undefined)
→ 9	-4	-0.1	-11	-3	3	2	-18	-4	1
COc1ccc([C@H]2/C=C\CN(Cc3ccc(N(C)C)cc3)[C@@H](C)C(=O)N2Cc2ccc(F)cc2)cc1
→ -2	3	-0.8	-9	-7	6	nt	1	-4	-2
COc1ccc(C(=O)/C=C/c2ccc(OC(=O)c3cc(OC)c(OC)c(OC)c3)cc2)cc1
→ 10	-2	-0.3	-9	-1	-15	-2	42	15&14	-4
COc1ccc(-c2ccc(OC)c(OC)c2OC)c(OC)c1OC
→ 0	0	0.1	-1	7	2	0	-1	-2	3
CCCCNCC(O)(c1ccc(Cl)cc1)c1ccc(Cl)cc1
→ -2	2	-1.1	-5	-4	11	-13	21	-6	-3
CCN1CCN(C(=O)c2ccc(CN(c3ccc(C)c(C)c3)S(C)(=O)=O)cc2)CC1
→ -3	0	2.5	-1	-8	16	0	16	-8	4
Cn1cc(C(=O)N/N=C/c2c(O)ccc3ccccc23)ccc1=O
→ -5	1	2.5	7	10	-69	-1	102*	16	-5
O=C(NCc1ccccn1)c1nnc(Cc2ccc(Cl)cc2)o1
→ -6	5	0.7	-13	-3	10	nt	5	-17	-1
O=C(CN1C(=O)CCSc2ccc(S(=O)(=O)N3CCCC3)cc21)NCc1ccccc1Cl
→ -3	4	0.5	7	12	-1	-1	-2	-7	-2
COc1ccc(NC(=O)N(C)C[C@H]2Oc3c(NC(=O)Nc4ccc5c(c4)OCO5)cccc3C(=O)N([C@H](C)CO)C[C@@H]2C)cc1
→ 11	-3	-2.3	9	-11	8	nt	53	-6	6
COc1ccc(NC(=O)C(c2ccccc2)N2CCN(c3ccccn3)CC2)cc1Cl (centres undefined)
→ -3	-4	-0.5	9	-8	15	-2	4	-8	-2
Oc1ccc(-c2nccc(-c3ccc(F)cc3)n2)cc1
→ 17	2	0.7	-8	-8	92*	-2	13	11	1
O=C(COC(=O)/C=C/c1ccc(Br)o1)Nc1ccc2[nH]c(=O)[nH]c2c1
→ -4	3	0.9	-8	-8	3	0	0	-10	1
O=C(N/N=C/c1ccc(Br)cc1)c1ccc(F)cc1
→ 2	-3	-0.1	11	-4	8	-2	-38	7	1
CCOC(=O)N1CCN(c2c(Nc3cc(C)[nH]n3)c(=O)c2=O)CC1
→ -1	3	2.2	-9	-6	-6	nt	5	4	6
COc1ccc(-c2[nH]ncc2/C=N/NC(=O)c2ccncc2)c(OC)c1
→ 3	4	0.3	-17	19*	4	-2	3	-14	-1
CN(c1ccc(OCC(=O)Nc2ccccc2C(=O)O)cc1)S(=O)(=O)c1ccc(Cl)cc1
→ -1	0	0.3	1	-9	-4	nt	13	-11	-4
O=C(CC1SC(N2CCCCC2)=NC1=O)Nc1cccc(C(F)(F)F)c1 (centres undefined)
→ -1	1	1.4	3	-7	1	2	1	14	0
Cc1cccc(C2=NN(c3ccccc3)[C@@H](C(=O)N3CCOC3=O)[C@@H]2c2ccc(Cl)cc2)c1
→ -2	4	-0.3	-14	-7	-14	nt	-14	-8	-1
CCCCN(C(=O)c1cccc(-c2ccc(OC(C)=O)cc2)c1)c1c(N)n(CCC)c(=O)[nH]c1=O
→ 2	6	0.3	-16	14	7	0	-4	9	1
CCOC(=O)C(=O)NNc1ccc(Cl)cc1
→ 2	-7	-1.0	16	6	11	-1	-24	-15	2
Cc1ccc(C2=[N+]([O-])C(C)(C)CC2)cc1
→ -2	9	0.2	-35	-9	8	20	13	-10	1
O=C1CCCC(=O)N1c1ccc(NCCOCCO)c([N+](=O)[O-])c1
→ -1	4	0.5	-12	3	-5	1	3	-8	6
CCn1c(SCC(=O)N2CCN(c3ccc(F)cc3)CC2)nnc1-c1ccncc1
→ nt	-2	-0.5	8	-10	-11	-3	5	-8	6
COC(=O)c1ccc(CN2CCC(Oc3cccc(C(=O)N4CCCC4)c3)CC2)cc1
→ -3	-1	0.1	-8	-10	-20	-1	10	12	-4
Cc1nc(CSc2ccc(Br)cc2)cs1
→ 11	4	-0.6	-15	-2	39	1	-9	-9	0
CCN1C(=O)N[C@@H](c2cccc(C(F)(F)F)c2)C(C(C)=O)=C1C
→ -3	-4	1.1	11	-2	-6	nt	-14	-3	-1
COc1cc(OC)cc(-c2nc(-c3ccc(Br)cc3)no2)c1
→ nt	-1	3.2	-1	-4	54	-1	35	-11	9
COc1ccc(S(=O)(=O)N2CCC(C(=O)N3CCCC3)CC2)cc1C
→ -2	6	-0.8	-18	-1	nt	2	nt	-1	4
C=CCc1cc(CN2CC(C)OC(C)C2)c(O)c(OC)c1 (centres undefined)
→ -2	4	0.2	-14	-12	2	-7	2	-15	3
N#CC1=C(SCC(=O)c2ccc(Cl)cc2)NC2=C(C(=O)CCC2)C1c1ccco1 (centres undefined)
→ nt	3	-0.8	1	-11	-6	1	27	-1	-4
CCOC(=O)C(NC(=O)Nc1ncccn1)(Oc1ccccc1)C(F)(F)F (centres undefined)
→ -2	1	0.7	-11	1	nt	-1	-3	0	0
COc1ccc(CNC(=S)Nc2ccccc2F)cc1
→ -1	-2	-1.1	7	0	-6	-3	9	-15	-1
CCOc1ccc(S(=O)(=O)N(C)CC(=O)N2CCN(CC)CC2)cc1
→ -2	2	-1.0	-1	4	-2	0	-9	-7	-1
C=CCN1C(=O)c2ccc(C(=O)N3CCN(S(=O)(=O)c4cccc(Cl)c4)CC3)cc2C1=O
→ -2	0	-0.9	1	-4	-4	-2	4	-2	2
COCCn1c(C)cc(C(=O)CSc2nc3ccccc3s2)c1C
→ -2	-1	0.8	-15	-7	-8	-1	26	-17	-1
CCNC(=O)C1Cc2cc(S(=O)(=O)N3CCCC3)ccc2N1C(C)=O (centres undefined)
→ -2	-1	-0.3	3	-4	-6	-1	-8	-16	2
CCOC(=O)NN1C(=O)c2ccccc2NC1c1ccccc1 (centres undefined)
→ -2	2	1.5	-10	4	-3	-4	3	1	1
O=C(O)c1cc(S(=O)(=O)Nc2cccc(S(=O)(=O)N3CCCC3)c2)ccc1Cl
→ -2	3	-2.1	-8	-1	-9	-1	-2	-1	1
CC(=O)N1c2c(ccc3ccccc23)C(C)CC12CCCCC2 (centres undefined)
→ 2	-8	0.7	21	7	-1	5	-15	-14	6
COc1ccc(O)c(C2=Nc3ccccc3N=C(c3ccco3)C2)c1
→ nt	0	-0.6	14	-2	-12	-2	nt	15	1
O=C(CN1C(=O)COc2ccccc21)NC1CCCC1
→ 0	-3	-4.3	-5	1	-8	-5	5	-24	3
N#CC1=C(SCC(=O)NCc2ccccc2)NC(=O)CC1c1ccco1 (centres undefined)
→ nt	0	-1.2	-20	8	-4	3	-10	-8	1
CC(=O)c1c[nH]c(C(=O)NCc2ccccc2Cl)c1
→ 1	-1	-0.5	2	-1	-9	-3	-9	13	-1
COc1cc(C2C(C#N)=C(N)Oc3cc4c(cc32)OCO4)cc(OC)c1OC (centres undefined)
→ -20	4	-1.0	-10	-3	-77	-4	14	-13	7
